Screening data deposited in PubChem by National Center for Advancing Translational Sciences (NCATS).
SW480 rerep = induces DNA re-replication in SW480 colon adenocarcinoma cells. SW480 DNA re-replication, Hoechst DNA content imaging, 48 h. 1.8% of 340,000 active. Potency, µM (series often up to 46.1 µM), for the others: at the top dose re-replication activation, actives largely listed as activators. AID 624297; note: potency is the fitted concentration of half-maximal effect; % of control where 0% means no effect; nearly all actives have a fitted effect of over 55% in size
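250 cells/well; 23 nL cpd via pin tool; 48 hr, 37 C, 5% CO2; Hoechst 40 min; imager read of total nuclear intensity, ex 405/em 500-530 nm.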
GLP1R cytotox = cytotoxic in the GLP-1 receptor inverse agonist counter-screen. Potency, µM (highest dose often 38.3 µM), for the others: top-dose activity change, negative = inhibition, actives largely listed as inhibitors. 0.13% of 410,000 active. HEK293 cAMP-luciferase reporter cells, luminescence, 24 h;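 note: loss of luciferase light is scored as toxicity; potency is the fitted concentration of half-maximal effect; % is set by controls: 0 for no effect and ±100 for the full control effect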
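Cells in DMEM/10% Nu serum/1% pen-strep, 1536-well format. Pre-incubated 12 h, dosed with 23 nL compound, incubated a further 24 h. Luciferase detection, 12 min at room temp, luminescence.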
KB-3-1 tox = kills parental KB-3-1 adenocarcinoma cells; KB-3-1 viability, CellTiter-Glo ATP luminescence, 72 h; 1.4% of 400,000 active; Potency, µM (top dose mostly 46.1 µM), for inactives: at the top dose activity change, negative = cytotoxic, most hits filed as cytotoxic; note: potency is the fitted concentration of half-maximal effect; % is set by controls: 0 for no effect and ±100 for the full control effect; nearly all actives have a fitted effect of over 60% in size
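Screening of KB-3-1 cells (DMEM, 10% FBS, phenol-red free) ran from lowest to highest compound concentration; after 72 h at 37 °C viability was read luminescently and curves fitted.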
IL1B secr inh = inflammasome signaling inhibition, IL-1 beta readout | THP-1 LPS/ATP IL-1B secretion, AlphaLISA, 16 h; active compounds read low | activity change, % at 57.5 µM | 4.7% of 360,000 active; in the data active = activity change below about -50%; inconclusive = mostly about -30% to -49%; note: % is set by controls: 0 for no effect and ±100 for the full control effect
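Secreted IL-1B measured by AlphaLISA bead assay after 16 h compound exposure of THP-1 cells; compounds (final up to 57.5 uM) added 1 h before LPS (250 ng/mL) and ATP (1.25 mM) stimulation; lower signal means less secretion.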
DRD3 agonist = activates the human D3 dopamine receptor; D3R DiscoveRx beta-arrestin cells, luminescence, 90 min; 0.58% of 410,000 active; max activation, %; in the data active = max activation above about 30%; note: 0% is about no effect; mostly tested at two doses, the higher about 12 µM
Target sequence (P35462 whole entry, looked up): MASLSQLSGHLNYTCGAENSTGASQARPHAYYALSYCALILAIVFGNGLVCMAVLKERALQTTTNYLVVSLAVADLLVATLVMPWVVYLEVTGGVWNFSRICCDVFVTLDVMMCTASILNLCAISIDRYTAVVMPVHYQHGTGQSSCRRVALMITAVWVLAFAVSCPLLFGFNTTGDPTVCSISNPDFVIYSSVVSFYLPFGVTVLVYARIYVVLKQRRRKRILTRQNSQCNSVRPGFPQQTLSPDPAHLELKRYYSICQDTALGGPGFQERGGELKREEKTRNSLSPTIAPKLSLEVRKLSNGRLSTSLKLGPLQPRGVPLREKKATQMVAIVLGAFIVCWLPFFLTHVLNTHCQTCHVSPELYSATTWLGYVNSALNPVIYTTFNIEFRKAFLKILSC
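Cells at 1500/well, incubated overnight, then treated with pinned compounds (dopamine as control) for 90 min at 37 degrees C. DiscoveRx reagent added for 30 - 60 minutes at room temperature; luminescence read.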
KB-V1 MDR tox = kills drug-selected multidrug resistant KB-V1 cells | KB-V1 MDR cells viability, CellTiter-Glo, 72 h | Potency, µM (titrated, usually from 46.1 µM), inactives show top-dose activity change, negative = cytotoxicity, hits mostly cytotoxic | 3.4% of 400,000 active | AID 1347076; note: potency is the fitted concentration of half-maximal effect; % is set by controls: 0 for no effect and ±100 for the full control effect; nearly all actives have a fitted effect of over 60% in size
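Potencies derive from concentration-effect curves fitted to normalized luminescence (CellTiter-Glo) of KB-V1 cells treated for 72 h at 37 degrees C in phenol-red-free DMEM containing 10% FBS.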
MCF10A rereplic = induces DNA re-replication in MCF 10a normal breast cells; MCF 10A DNA re-replication, Hoechst nuclear intensity, 48 h; Potency, µM (top dose mostly 46.1 µM), inactives show top-dose activity, positive = re-replication, actives largely listed as activators; 2.9% of 350,000 active; AID 624296; note: potency is the fitted concentration of half-maximal effect; % of control where 0% means no effect; nearly all actives have a fitted effect of over 50% in size
HT1080NT lethal = kills 2HG-producing HT-1080-NT fibrosarcoma cells | HT-1080-NT fibrosarcoma viability, CellTiter-Glo ATP luminescence, 48 h | Potency, µM (doses to about 46.1 µM), for inactives: at the highest dose activity, negative = less viability, usual class: cytotoxic | 1.6% of 360,000 active | AID 686970;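 note: NT is the 2HG producing partner of a matched IDH1 knockdown line; potency is the fitted concentration of half-maximal effect; 0% = DMSO-treated cells and -100% = media-only wells without cells; nearly all actives have a fitted effect of over 55% in size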
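Fibrosarcoma NT cells, 750 per well in 5% FBS RPMI, were exposed to compound for 48 hours. Viability: CellTiter-Glo luminescence.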
HT1080 IDH1KD tx = toxicity to HT-1080 IDH1 knockdown cells (counter line) | HT-1080 IDH1 knockdown viability, ATP luminescence, 48 h | Potency, µM (highest dose often 46.1 µM), inactives show top-dose activity, negative = toxicity, most hits filed as cytotoxic | 2% of 360,000 active | AID 686971;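 note: potency is the fitted concentration of half-maximal effect; 0% = DMSO wells and -100% = cell-free medium wells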
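Using the IDH1-knockdown HT-1080 line run in the same batch and compound series as the NT line, viability after 48 h at 37 °C was determined by CellTiter-Glo luminescence and expressed as % activity.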
The depositor's hits bear a star; ? = inconclusive; nt = no result given; [ ] = dose if it differs, or a comment. Unless noted, calls come from the whole dose curve; as a rule, active = well fitted curve in the direction sought with a large enough effect; inconclusive = small, poorly fitted or top-dose-only effect, or another doubt; inactive = no such curve, though single readings can be large; an effect the other way counts as inactive or inconclusive.

no. | Compound | SW480 rerep | GLP1R cytotox | KB-3-1 tox | IL1B secr inh | DRD3 agonist | KB-V1 MDR tox | MCF10A rereplic | HT1080NT lethal | HT1080 IDH1KD tx
1 | Cn1c(CNc2ccc(Cl)cc2)nc2ccccc21 | -5% | 40%[activator] | -21% | 10 | -15 | 21µM* | 2% | -17% | -2%[9.24 µM]
2 | Cc1cccc(Oc2coc3cc(OC(=O)c4cccs4)ccc3c2=O)c1 | 1% | -1% | 10% | 10 | 0 | 11% | -3% | 4% | 4%
3 | Cc1nn(C)c(C)c1/C=C/C(=O)O | 5% | -9% | 3% | 7 | 2 | 3% | 2% | 3% | 7%
4 | CC(=O)Nc1ccccc1OCc1cc(=O)n2c3c(sc2n1)CCCC3 | nt | 2% | 8% | nt | 60* | ? | nt | nt | nt
5 | CCCS(=O)(=O)NC(=O)C1(C)CCN(C(=O)c2ccc(F)cc2Cl)C1 (stereo not drawn) | nt | 2% | 0% | 27 | 8 | 6% | nt | ? | 25%
6 | COc1ccc([N+](=O)[O-])cc1NS(=O)(=O)c1cc(C(=O)N2CCN(C)CC2)ccc1OC | -7% | -19% | 1% | 15 | -5 | 3% | -5% | 6% | 5%
7 | CC(C)NC(=O)N1Cc2cc(C(=O)NC3CCCCC3)nc(-c3cccc(-c4cccnc4)c3)c2[C@@H]1CCO | nt | 5% | 7% | ? | 29 | ? | nt | -23% | -24%
8 | O=C(NC1(C(F)(F)F)NC(=O)N(c2ccccc2F)C1=O)c1ccncc1 (stereo not drawn) | -1% | -10% | 10% | 18 | -2 | 15% | -5% | 44% | 22%
9 | CCCCN1Cc2cc(C(=O)c3cc(F)ccc3O)cnc2NC1=O | 6% | -30% | -11% | -57* | -2 | 1% | ? | ? | -28%
10 | C[C@H]1CN([C@@H](C)CO)C(=O)c2cc(Br)cnc2O[C@H]1CN(C)Cc1ccccc1C(=O)O | nt | -18% | 11% | 25 | 2 | 4% | nt | 15% | 11%
11 | COc1cc(/C=N/NC(=O)c2ccc3c(c2)OCCO3)c(Br)c(Br)c1O | ? | -15% | 0% | -10 | -2 | -12% | ? | 2% | -1%
12 | CCOC(=O)C1CCN(C(=S)NC2CC3C=CC2C3)CC1 (stereo not drawn) | -7% | -3% | -2% | 24 | 1 | 13% | -1% | 0% | 3%
13 | COc1cc(-c2nc(CN(C)Cc3nnc(C)o3)c(C)o2)ccc1F | -35% | -3% | -1% | 32 | 2 | -1% | 20% | 25% | 15%
14 | COc1ccc(Cc2nc3ccc(S(N)(=O)=O)cc3[nH]2)cc1OC | 1%[9.22 µM] | 6% | 0% | -6 | 8 | -3% | 3% | 3% | 10%
15 | CCOC(=O)Cc1nn(Cc2nc(-c3ccc(C#N)cc3)cs2)c(=O)c2ccccc12 | ? | 0% | ? | -7 | 31* | ? | -1% | -24% | ?
16 | C[N+](C)(C)CCN1C(=O)c2ccccc2C1=O | nt | -2% | 22% | 0 | 0 | 21% | nt | 22% | 8%
17 | CCCCCN1CN(S(=O)(=O)c2cccs2)c2nc3ccccc3nc21 | -6% | 3% | -14% | -13 | -10 | -15% | 10% | 2% | -2%
18 | Cc1ccc(C)c(S(=O)(=O)NCCN2CCOCC2)c1 | -4% | -11% | 15% | -7 | -1 | 1% | -7% | 4% | 3%
19 | COc1ccc(/C=N/NC(=O)c2cccc(Br)c2)cc1COc1ccccn1 | -4% | 5% | -15% | 19 | -12 | 18% | 3% | 8% | 10%
20 | CC(=O)c1cccc(NC(=O)c2ccc(N(C)S(=O)(=O)c3ccc(C)cc3)cc2)c1 | 13% | 2% | -2% | -13 | 3 | -30% | -3% | -6% | -5%
21 | O=S(=O)(NCc1c(Cl)cccc1Oc1ccccc1)c1ccccc1 | -26% | 24% | ? | nt | -8 | ? | ? | -26% | ?
22 | NS(=O)(=O)c1cc(C(=O)N=Nc2c(O)[nH]c3ccccc23)ccc1Cl | ? | -28% | 6% | -25 | -2 | -1% | -8% | -29% | -1%
23 | O=C(CSCc1ccc(F)cc1)N1CCN(c2ccc(F)cc2)CC1 | -1% | 6% | 4% | -14 | -17 | 0% | -6% | 1% | -13%
24 | Cc1ccc(C2=Nc3ccccc3N(CC(=O)Nc3ccccc3C)C(=O)C2)cc1C | nt | 0% | 0% | nt | -7 | -24% | nt | nt | nt
25 | N#CCCn1cc(C(N)=O)c(-c2ccc3ccccc3c2)n1 | -9%[9.22 µM] | -7% | 15% | -20 | 2 | 11% | 1% | 3% | -1%
26 | C[C@H](CO)N1C[C@H](C)[C@H](CN(C)C(=O)NC2CCCCC2)Oc2ncc(Br)cc2C1=O | nt | -33% | 16% | 34 | 8 | 8% | nt | 12% | 12%
27 | CCN(c1nc(N)c(C(=O)N=C(N)N)nc1Cl)C(C)C | ? | -5% | -4% | -3 | -35 | 15% | ? | -28% | ?
28 | COc1ccc(-c2oc3c4c2C(=O)OCCOC4CCC3)cc1 (stereo not drawn) | nt | 5% | 14% | -3 | -8 | 12% | nt | 9% | 16%
29 | Cc1ccc(NC(=O)NC2CC(=O)N(c3ccc4c(c3)OCCO4)C2)cc1 (stereo not drawn) | 1% | 14% | 4% | 1 | 10 | 13% | 2% | 11% | 13%
30 | O=C(Cc1cccc2ccccc12)Nc1ccc(O)cc1C(=O)O | -7%[9.22 µM] | -2% | -5% | 3 | 10 | 6% | 1% | 8% | 15%

7 of the compounds above, screen by screen:
(11) COc1cc(/C=N/NC(=O)c2ccc3c(c2)OCCO3)c(Br)c(Br)c1O
(12) CCOC(=O)C1CCN(C(=S)NC2CC3C=CC2C3)CC1 (stereo not drawn)
(13) COc1cc(-c2nc(CN(C)Cc3nnc(C)o3)c(C)o2)ccc1F
(14) COc1ccc(Cc2nc3ccc(S(N)(=O)=O)cc3[nH]2)cc1OC
(15) CCOC(=O)Cc1nn(Cc2nc(-c3ccc(C#N)cc3)cs2)c(=O)c2ccccc12
(16) C[N+](C)(C)CCN1C(=O)c2ccccc2C1=O
(17) CCCCCN1CN(S(=O)(=O)c2cccs2)c2nc3ccccc3nc21

| assay / compound | 11 | 12 | 13 | 14 | 15 | 16 | 17 |
| --- | --- | --- | --- | --- | --- | --- | --- |
| SW480 rerep | ? | -7% | -35% | 1%[9.22 µM] | ? | nt | -6% |
| GLP1R cytotox | -15% | -3% | -3% | 6% | 0% | -2% | 3% |
| KB-3-1 tox | 0% | -2% | -1% | 0% | ? | 22% | -14% |
| IL1B secr inh | -10 | 24 | 32 | -6 | -7 | 0 | -13 |
| DRD3 agonist | -2 | 1 | 2 | 8 | 31* | 0 | -10 |
| KB-V1 MDR tox | -12% | 13% | -1% | -3% | ? | 21% | -15% |
| MCF10A rereplic | ? | -1% | 20% | 3% | -1% | nt | 10% |
| HT1080NT lethal | 2% | 0% | 25% | 3% | -24% | 22% | 2% |
| HT1080 IDH1KD tx | -1% | 3% | 15% | 10% | ? | 8% | -2% |

Following part:
no. | Compound | SW480 rerep | GLP1R cytotox | KB-3-1 tox | IL1B secr inh | DRD3 agonist | KB-V1 MDR tox | MCF10A rereplic | HT1080NT lethal | HT1080 IDH1KD tx
31 | COc1ccc(Cc2nnc(NC(=O)c3ccccc3F)s2)cc1OC | -4% | -8% | -4% | 25 | 4 | -7% | 1% | -11% | -8%
32 | COc1ccc(CN2CCNC(=O)C2CC(=O)N(C)Cc2nccn2C)cc1OC (stereo not drawn) | ? | -3% | 1% | 2 | -22 | -13% | 1% | -5% | 13%
33 | O=C(CSc1ccc2nnc(CCNS(=O)(=O)c3ccccc3)n2n1)Nc1nc2ccccc2s1 | nt | 10% | -10% | -14 | -5 | -10% | 26% | -12% | -21%
34 | Cc1csc(=O)n1CCC(=O)OCC(=O)Nc1ccc(Cl)cn1 | -2% | -1% | 5% | 10 | -1 | -5% | 9% | -2% | -7%
35 | N#Cc1ccc(C(=O)Nc2nnc(-c3ccco3)o2)cc1 | ? | -5% | ? | 28 | 3 | ? | 3% | -7% | -27%
36 | Cc1cc(NS(=O)(=O)c2ccc(NC(=O)COc3cc(C)c(Cl)c(C)c3)cc2)no1 | 0% | 2% | 0% | 15 | 2 | 0% | 2% | -4% | -6%
37 | CNC(=O)c1c(C)nn(-c2ccc(F)c(Cl)c2)c1-c1cc(C)on1 | -8% | 0% | 1% | 22 | 2 | -5% | -3% | 8% | -3%
38 | COc1cc2c(cc1OC)C(COc1ccc(F)cc1)N(C(=O)C(C)C)CC2 (stereo not drawn) | nt | -17% | 9% | nt | -1 | ? | nt | nt | nt
39 | COc1ccc(NC(=O)CCCNC(=O)c2ccc(Cl)cc2)cc1OC | -6% | 0% | 3% | 54 | 1 | ? | ? | 0% | -6%
40 | O=Cc1cccc(OC(=O)Nc2ccccc2)c1 | -16% | 0% | 5% | nt | -8 | -2% | 13% | 3% | 22%
41 | N#Cc1ccc(COC(=O)c2cnc3ccccc3n2)cc1 | -12% | 9% | -2% | 6 | -10 | -1% | -1% | 20% | -1%
42 | O=C(O)Cc1csc(NC(=O)c2ccco2)n1 | -14% | 0% | 15% | 0 | 11 | 18% | -1% | 9% | 12%
43 | C/C=C/C(=O)Nc1cccc(C2=NOC3(C2)C[C@@H](C(N)=O)N(C(=O)C(c2ccccc2)c2ccccc2)C3)c1 (stereo partly drawn) | ? | 5% | 14% | 15 | -3 | 2% | 14% | -2% | 3%
44 | CCCNC(=O)c1ccc(COc2ccc(CCC)cc2OC)o1 | 11% | -1% | -1% | ? | 8 | -29% | 15% | -9% | -13%
45 | O=C1/C(=C/c2cccs2)NC(=S)N1C1CC1 | 18µM* | -16% | -1% | -1 | -9 | -13% | 1% | 1% | -3%
46 | COc1ccc(Cl)cc1NC(=O)CSc1nnc(CNC(=O)c2cccs2)o1 | 0% | -10% | -9% | 31 | -5 | 16% | -1% | 1% | 6%
47 | CC1(C)c2[nH]c3ccccc3c2C[C@@H]2C(=O)N(c3ccc(F)cc3F)C(=O)N21 | 0% | nt | 17% | nt | nt | 6% | ? | nt | nt
48 | COc1ccc(C(=O)/C=C(\C)Nc2ccc3c(c2)OCO3)cc1 | 1% | -15% | -5% | 0 | -4 | 7% | 3% | 3% | -5%
